# Compound activity: PubChem BioAssay, several laboratories
# human PMI inhibitors: human PMI inhibitors, high substrate, primary screen, biochemical, fluorescence intensity, high mannose 6-phosphate (AID 1220); Mannose-6-phosphate isomerase (Homo sapiens); recombinant PMI enzyme, coupled fluorescence intensity; higher % means a stronger effect; one-dose inhibition, % at 20 µM; IC50 in µM for titrated hits; 190,000 compounds, 0.66% hits
# M1AAP inhibition: P. falciparum M1AAP inhibitors, biochemical, fluorogenic H-Leu-NHMec substrate, 1536-well (AID 1445); inhibition, % at 30 µM, or IC50 in µM where a hit was titrated; 220,000 compounds, 0.42% hits; recombinant M1AAP, H-Leu-NHMec fluorogenic kinetic assay; higher % means a stronger effect; Aminopeptidase N (Plasmodium falciparum (isolate 3D7));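 active means primary inhibition above the hit cutoff, then over 50% inhibition at one or more dose response concentrations, cut at about 23% in these data, passing the limit was not always enough; inconclusive means conflicting primary data, or primary hits not chosen for dose response; inactive means low primary inhibition, or under 50% at every dose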;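 further: plate controls were DMSO full reaction for no effect and no enzyme background for full effect; strong numbers were not always called active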
# XIAP antagonists: XIAP antagonists, biochemical, IAP family, fluorescence polarization (AID 1018); E3 ubiquitin-protein ligase XIAP (Homo sapiens); XIAP BIR domain, fluorescence polarization peptide displacement; higher % means a stronger effect; displacement, % at 20 µM, or IC50 in µM where a hit was titrated; 200,000 compounds, 0.007% hits; in the data active means displacement above about 50%; further: a part of the inactive calls stands beside numbers as strong as those of hits
# LYP inhibition: inhibitors of LYP phosphatase, biochemical, fluorescence intensity, uHTS (AID 1779). Tyrosine-protein phosphatase non-receptor type 22 (Homo sapiens). recombinant LYP phosphatase, fluorescence intensity; higher % means a stronger effect. one-dose inhibition, % at 11.5 µM; IC50 in µM for titrated hits. 290,000 compounds, 0.054% hits;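 further: plate controls were vehicle with enzyme for no effect and no enzyme for full effect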
# WT yeast gro inh: growth inhibition of WT strain, primary screen, mitochondrial fusion inhibitor project, WT and mutant strains, chemical genetic; mitochondrial fusion phenotypic screen; inhibition, % at 10 µM; 190,000 compounds, 2.1% hits; in the data active means inhibition above about 58%; tested in S. cerevisiae
# PMI inhibitors: inhibitors of human PMI, primary screen, biochemical, fluorescence intensity, coupled assay (AID 1209); Mannose-6-phosphate isomerase (Homo sapiens); purified PMI enzyme, coupled fluorescence intensity; higher % means a stronger effect; inhibition, % at 20 µM; hits with a dose series show IC50 in µM; 190,000 compounds, 0.42% hits;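 further: plate controls were DMSO vehicle for no effect and wells lacking substrate for full effect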
# TNAP activators: human TNAP enzyme activators, primary screen, biochemical, luminescent, no phosphate acceptor, uHTS (AID 1001); activation fold at 20 µM, or EC50 in µM where a hit was titrated; 200,000 compounds, 0.03% hits; purified TNAP, luminescent activation assay, no phosphate acceptor; higher activation fold means a stronger effect; Alkaline phosphatase, tissue-nonspecific isozyme (Homo sapiens); in the data active means activation fold from about 3, or a potency from the dose series; inactive means the rest, 99 in 100 with activation fold below about 1.6; further: many of its hits are not listed in these tables
# Yfh1-off respiration: enhancers of respiration in Yfh1-depleted yeast, dose response, Friedreich's ataxia, plus single-dose screen (AID 1465). S. cerevisiae Yfh1-off respiration, WST-1 reduction, 72 h; higher fold induction means a stronger effect. fold induction at 50 µM, or EC50 in µM where a hit was titrated. 220,000 compounds, 0.074% hits;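 active means fold induction of absorbance versus untreated yeast above a set limit, then at least 30% activation at any dose in follow-up; inconclusive means repeats straddling the limit, or above it without dose testing; inactive means fold induction below the set limit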;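 further: activators that raise dye reduction in frataxin-depleted yeast; strong numbers were not always called active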
# M17LAP inhibition: P. falciparum M17LAP inhibitors, primary screen, biochemical, fluorogenic H-Leu-NHMec substrate, 1536-well (AID 1619). Leucine aminopeptidase (Plasmodium falciparum (isolate 3D7)). recombinant M17LAP, H-Leu-NHMec fluorogenic kinetic assay; higher % means a stronger effect. inhibition, % at 30 µM; hits with a dose series show IC50 in µM. 220,000 compounds, 0.38% hits;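 active means compound inhibiting the enzyme by more than half at any dose during confirmatory dose-response retesting; inconclusive means strong single-dose inhibitors picked by rank but not retested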;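 further: plate controls were full reaction with DMSO carrier for no effect and no enzyme background for full effect; strong numbers were not always called active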
# WT yeast gro inh mutant strain: further read-out of WT yeast gro inh, marked with its call; inhibition, %; mitochondrial fusion phenotypic screen, mutant strain inhibition
# An asterisk follows results filed as active; i = inactive; u = inconclusive; x = no result given. Unless noted, no stated cut-off is given here; in the data, active means inhibition above about 50%; inactive means the rest. Rows were taken by chance; 3.7% or so of the library scored in one or more.
SMILES,human PMI inhibitors,M1AAP inhibition,XIAP antagonists,LYP inhibition,WT yeast gro inh,WT yeast gro inh mutant strain,PMI inhibitors,TNAP activators,Yfh1-off respiration,M17LAP inhibition
N#C/C(=C(O)\C=C\c1ccccc1)c1nc2ccccc2[nH]1,x,3%,x,-4%,x,x,x,x,i,-8%
CCOc1ccc(NC2=C(Cl)C(=O)N(C3CCCCC3)C2=O)cc1,-14%,2%,-8.0%,-6%,3,-21,-14%,1,i,-4%
Nc1nc(-c2cccnc2)nc(N2CCCCC2)n1,6%,6%,6.1%,-10%,-11,-1,5%,1.1,u,7%
O=C(O)c1ccc(Nc2nc(-c3cc4ccccc4oc3=O)cs2)cc1O,30%,9.7µM*,-12%,3%,11,5,14%,1,i,23%
O=C(CSc1nnc2c(n1)[nH]c1ccc(S(=O)(=O)N3CCOCC3)cc12)Nc1ccccc1Cl,14%,-8%,-5.7%,2%,-18,-5,5%,1.3,i,-18%
COc1cccc(/C=N/NC(=O)CNC(=O)CCc2ccccc2)c1O,x,7%,x,1%,x,x,x,x,i,3%
CCOc1ccc(NC(=O)CN2CCC(n3cnc4cc(F)ccc43)CC2)cc1,6%,2%,-8.7%,-12%,13,16,3%,1.1,i,31%
COc1ccc(C(C[N+](=O)[O-])c2c(-c3ccccc3)cc3ccccn23)c(OC)c1 (stereo not given),-63%,6%,-8.2%,-5%,24,23,-31%,1.1,i,20%
Cc1nnsc1C(=O)NC(=O)Nc1ccc(F)c(Cl)c1,x,0%,x,-5%,x,x,x,x,i,1%
CCOC(=O)c1cc2oc(C(c3nnnn3C3CCCCC3)N3CCOCC3)cc2[nH]1 (stereo not given),7%,4%,-5.2%,-1%,6,-7,0%,1,i,4%
Cc1ccc(C)c(NC(=O)CCn2nc(C)cc2C)c1,4%,9%,2.7%,-6%,3,3,4%,1.1,i,-15%
CCN(CC)C(=O)CCS(=O)(=O)c1cccc2nonc12,-1%,2%,-6.6%,0%,2,9,-2%,1.1,i,8%
C=CCNC(=O)/C(=C/c1cn(-c2ccccc2)nc1-c1cccc([N+](=O)[O-])c1)NC(=O)c1ccccc1,3%,-5%,-0.6%,0%,13,13,9%,1,i,8%
O=C(NCc1ccco1)C(c1ccccc1)N(Cc1ccccc1)C(=O)Cn1nnc2ccccc21 (stereo not given),-3%,-4%,-0.1%,-3%,15,5,-3%,1.1,i,12%
Nc1nc2n(n1)C1(CCCCC1)C1=C(CCCC1)N2,30%,7%,1.6%,-10%,7,12,8%,1.2,i,14%
O=C(CC1NCCc2ccccc21)Nc1ccc(Cl)cc1 (stereo not given),7%,-18%,-2.9%,-3%,5,9,5%,1,i,-9%
O=C(CN(CCO)c1ccccc1)NC12CC3CC(CC(C3)C1)C2,10%,3%,-24%,-5%,18,1,9%,1,i,42%
COc1ccc(Br)cc1C1NC(=O)c2c(sc3c2CCN(C)C3)N1 (stereo not given),6%,x,-4.1%,-8%,x,x,0%,1,x,x
CCOc1ccccc1NC(=O)CCN1CCN(S(=O)(=O)c2ccc(Br)cc2)CC1,11%,8%,-1.8%,-4%,8,9,12%,1.1,i,-3%
CN1CCC(N(C)C(=O)c2sc3cc(F)ccc3c2Cl)CC1,-2%,-7%,-3.7%,-6%,1,7,-5%,1.1,i,-5%
COc1ccc(C(=O)C2CCCN(C(=O)c3cccnc3OC)C2)cc1F (stereo not given),0%,3%,-13%,-5%,-6,3,6%,1.1,i,-25%
CCOc1cc(/C=C2/SC(=O)N(CC(=O)N3CCc4ccccc4C3)C2=O)ccc1OCC(=O)O,1%,13%,-4.4%,11%,-20,-1,2%,1.1,i,11µM*
COc1cc(/C=N/c2oc(-c3ccccc3)cc2C#N)ccc1O,23%,6%,2.4%,3%,18,30,20%,0.8,i,17%
Cn1c(NC(=O)/C=C/c2ccco2)cc(=O)n(C)c1=O,-14%,11%,-7.8%,3%,-17,4,-24%,1.1,i,18%
CC1CCCN(c2nc3c(c(=O)n(C)c(=O)n3C)n2Cc2ccccc2)C1 (stereo not given),4%,x,-2.1%,-6%,14,8,1%,1.1,i,x
Cc1ccc(Nc2cnn(C34CC5CC(CC(CC(=O)O)(C5)C3)C4)c(=O)c2Cl)cc1C,-6%,7%,-2.4%,5%,6,10,-7%,1.2,i,44%
O=C(c1ccc(Sc2cccc(Cl)c2)c([N+](=O)[O-])c1)N1CCN(c2ccccn2)CC1,7%,7%,-1.0%,0%,36,41,7%,1.1,i,1%
CCOC(=O)c1sc(NC(=O)c2ccc(OC(C)=O)cc2)nc1C,-2%,6%,13%,-9%,14,19,-7%,1.1,i,-3%
COC(=O)c1c(-c2ccco2)csc1NC(=O)C1CC=CCC1C(=O)O (stereo not given),59%*,9%,-6.3%,-2%,-1,11,51%*,1.2,i,1.4µM*
Cc1nc(SC(C)C)[nH]c(=O)c1Cc1ccccc1,3%,2%,-1.4%,5%,0,-2,0%,0.9,i,-2%
O=C(CN(Cc1ccccc1)C(=O)c1cc2c(s1)CCC2)NCc1cccs1,1%,3%,-3.5%,-9%,18,19,-5%,1,i,12%
Cc1onc(-c2ccccc2)c1C(=O)Nc1ccccc1C#N,1%,4%,2.3%,-6%,-3,-6,1%,1.1,i,-17%
CC(=S)c1c(C)cc2cc(C)ccn12,30%,5%,-2.7%,-3%,1,0,7%,0.8,i,-4%
CCCCNC(=S)N1CCN(Cc2ccc3c(c2)OCO3)CC1,4%,4%,-5.4%,-2%,-4,-14,8%,1,i,-12%
CC(C)Nc1nc(SC(C)C(=O)Nc2ccccc2)nc(N(C)C)n1 (stereo not given),5%,1%,5.9%,-4%,-3,-8,4%,1.1,i,0%
CC(C)C(=O)NC(=S)Nc1ccccn1,-7%,2%,-2.5%,-3%,5,-1,-12%,1,i,2%
CC1CN(c2nc3ccccn3c(=O)c2C=O)CC(C)O1 (stereo not given),-2%,x,-0.2%,-3%,-2,-3,-2%,1.1,i,x
Cc1ccnc(NC(=O)/C=C/c2ccccc2Cl)c1,-15%,0%,-12%,-6%,9,-2,-7%,1.1,i,-2%
Cc1nn(C(=O)c2cccc([N+](=O)[O-])c2)c(C)c1Sc1ccccc1,3%,2%,-5.3%,-8%,25,5,0%,1,i,3%
Cc1n[nH]c(=O)nc1NCCc1ccccc1,-2%,17%,-1.9%,-6%,-33,-31,-5%,1.1,i,4%
CC1CCCC(C)N1C(=O)CSc1nnc(COc2cccc3cccnc23)o1 (stereo not given),x,1%,-4.4%,4%,0,4,x,1,i,21%
COc1ccc(N(C)S(=O)(=O)c2cccc(C(=O)OCC(=O)NCc3ccccc3OC)c2)cc1,x,8%,x,-2%,x,x,x,x,i,7%
Cc1cc(N2CCCCC2)nc2ccc(NC(=O)CCC(=O)NCCC(C)C)cc12,8%,9%,1.5%,-3%,-1,11,14%,1.2,i,-7%
CC1(CCc2ccccc2)NC(=O)N(CC(=O)Nc2ccccc2)C1=O (stereo not given),x,3%,x,-6%,x,x,x,x,i,0%
Cc1ccc(-c2c[n+](CC(=O)c3ccc(Br)cc3)c3n2CCCCC3)cc1,1%,-4%,-8.2%,-8%,11,-4,-3%,1,i,-7%
O=C1Nc2ccccc2OC1CC(=O)N1CCOCC1 (stereo not given),1%,-5%,-3.3%,-5%,7,-12,5%,0.9,i,0%
CCn1nnnc1SCC(=O)Nc1nc2ccc(OC)cc2s1,-9%,3%,-3.4%,-3%,9,-7,-4%,1.1,i,5%
C#CCn1c(-c2ccccc2)ccc(C#N)c1=O,2%,2%,-18%,-6%,4,8,1%,1,i,-1%
CCOc1ccc(NC(=O)C2CC(=O)N3CCCN=C3S2)cc1 (stereo not given),6%,-3%,-1.5%,-11%,1,16,6%,1.1,i,3%
CCNc1nnc(-c2ccccc2OC)s1,-7%,1%,-1.4%,-18%,17,0,-8%,1.1,i,-79%
# Further results
SMILES,human PMI inhibitors,M1AAP inhibition,XIAP antagonists,LYP inhibition,WT yeast gro inh,WT yeast gro inh mutant strain,PMI inhibitors,TNAP activators,Yfh1-off respiration,M17LAP inhibition
CC1=CC(C)C(C(=O)O)C(C(=O)N2CCN(C)CC2)C1 (stereo not given),9%,1%,-12%,-9%,6,17,6%,1,i,3%
COC(=O)c1cc(=O)cc(C(=O)OC)o1,21%,-4%,-8.9%,0%,12,10,0%,1.1,i,-3%
CCOC(=O)C1=C(C)NC(=O)NC1c1ccc(N(CC)CC)cc1 (stereo not given),26%,-1%,0.9%,0%,9,-6,4%,1.2,i,-1%
CCOC(=O)c1c(Nc2ccccc2OCCOC)n[nH]c1C,x,3%,x,-13%,x,x,x,x,i,-6%
CCCCN(C(=S)Nc1ccc(F)cc1)c1c(N)n(CCC)c(=O)[nH]c1=O,4%,-2%,-5.3%,-4%,3,-11,6%,1.1,i,-4%
COc1ccc(C2=NCCNC(C(F)(F)F)=C2)cc1,6%,9%,-4.1%,-2%,16,-2,3%,1.1,i,14%
Cc1cc2nc(C)n(CCCNC(=O)Nc3cccc4ccccc34)c2cc1C,-3%,6%,-42%,-2%,-9,-2,-8%,1.1,i,6%
COc1cccc(C(C)NC(=O)Nc2cccc(C(F)(F)F)c2)c1 (stereo not given),1%,0%,-1.7%,-5%,37,4,6%,1.2,i,-4%
Cc1ccc(S(=O)(=O)N2CCC(C(=O)N[C@H](C(=O)NCc3ccco3)C(C)C)CC2)cc1,1%,0%,-0.9%,-4%,3,10,-3%,1.2,i,13%
Cc1cc(NC(=O)CSc2nnc(C(C)N(C)C)n2-c2ccc(F)cc2)no1 (stereo not given),4%,4%,-6.3%,-3%,6,13,2%,1.1,i,0%
COc1cc(NC(=O)CN(C)Cc2cccc(F)c2)c(C)cc1[N+](=O)[O-],7%,13%,-1.4%,5%,-31,11,-1%,1,i,10%
COC(=O)N/N=C/c1cc(Cl)cc(Cl)c1OCc1ccccc1,3%,-5%,-3.3%,-3%,-2,-7,3%,1.2,i,-4%

# Nothing new here: an excerpt of the list.
SMILES,human PMI inhibitors,M1AAP inhibition,XIAP antagonists,LYP inhibition,WT yeast gro inh,WT yeast gro inh mutant strain,PMI inhibitors,TNAP activators,Yfh1-off respiration,M17LAP inhibition
Cc1ccc(S(=O)(=O)N2CCC(C(=O)N[C@H](C(=O)NCc3ccco3)C(C)C)CC2)cc1,1%,0%,-0.9%,-4%,3,10,-3%,1.2,i,13%
Cc1cc(NC(=O)CSc2nnc(C(C)N(C)C)n2-c2ccc(F)cc2)no1 (stereo not given),4%,4%,-6.3%,-3%,6,13,2%,1.1,i,0%
